Screening results deposited in PubChem by National Center for Advancing Translational Sciences (NCATS).
Glioma ERSR ind – ER stress response induction in glioma. U87-MG GRP78 promoter luciferase reporter, 16 h. Potency, µM, for the others: at the highest dose activation, usual class: activators. actives 0.02% (n = 420,000). AID 602332; note: potency is the fitted concentration of half-maximal effect; series mostly up to about 76 µM; % of control where 0% means no effect; nearly all actives have a fitted effect of over 35% in size
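Stably transfected U87-MG human glioma cells carrying a GRP78-based luminescent sensor were seeded at 1000 cells/well, pin-dosed with compounds and incubated 16 h. Luciferase reagent was then added, and end-point luminescence was read after 10 min at room temperature.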
Pol kappa inh – DNA polymerase kappa (human) inhibition. purified Pol kappa, fluorescent DNA synthesis assay, 10 min. Potency, µM (series often up to 107 µM), inactives show at the highest dose activity, negative = inhibition, hits mostly inhibitors. actives 0.53% (n = 400,000). AID 588579; note: potency is the fitted concentration of half-maximal effect; % is set by controls: 0 for no effect and ±100 for the full control effect
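Readout: fluorescence, taken kinetically at 0 and 10 min. Conditions: 10 nM Pol kappa, 15 min RT compound preincubation, 50 nM substrate final. Controls: enzyme-free buffer wells.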
BLM helicase inh – Bloom syndrome helicase (human) inhibition | P54132 | Potency, µM (top dose mostly 56.1 µM), inactives show top-dose activity change, negative = inhibition, usual class: inhibitors | recombinant BLM DNA unwinding, fluorescence dequenching | actives 0.2% (n = 350,000);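 note: potency is the fitted concentration of half-maximal effect; plate controls were vehicle for no effect and no enzyme for full effect; nearly all actives have a fitted effect of over 35% in size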
Pol iota inh – DNA polymerase iota (human) inhibition | Q9UNA4 | Potency, µM (doses to about 115 µM), for the others: at the top dose activity, negative = inhibition, most hits filed as inhibitors | actives 1% (n = 390,000) | Pol iota fluorescent replication assay, 10 min; note: potency is the fitted concentration of half-maximal effect
Target sequence (Q9UNA4 whole entry, looked up): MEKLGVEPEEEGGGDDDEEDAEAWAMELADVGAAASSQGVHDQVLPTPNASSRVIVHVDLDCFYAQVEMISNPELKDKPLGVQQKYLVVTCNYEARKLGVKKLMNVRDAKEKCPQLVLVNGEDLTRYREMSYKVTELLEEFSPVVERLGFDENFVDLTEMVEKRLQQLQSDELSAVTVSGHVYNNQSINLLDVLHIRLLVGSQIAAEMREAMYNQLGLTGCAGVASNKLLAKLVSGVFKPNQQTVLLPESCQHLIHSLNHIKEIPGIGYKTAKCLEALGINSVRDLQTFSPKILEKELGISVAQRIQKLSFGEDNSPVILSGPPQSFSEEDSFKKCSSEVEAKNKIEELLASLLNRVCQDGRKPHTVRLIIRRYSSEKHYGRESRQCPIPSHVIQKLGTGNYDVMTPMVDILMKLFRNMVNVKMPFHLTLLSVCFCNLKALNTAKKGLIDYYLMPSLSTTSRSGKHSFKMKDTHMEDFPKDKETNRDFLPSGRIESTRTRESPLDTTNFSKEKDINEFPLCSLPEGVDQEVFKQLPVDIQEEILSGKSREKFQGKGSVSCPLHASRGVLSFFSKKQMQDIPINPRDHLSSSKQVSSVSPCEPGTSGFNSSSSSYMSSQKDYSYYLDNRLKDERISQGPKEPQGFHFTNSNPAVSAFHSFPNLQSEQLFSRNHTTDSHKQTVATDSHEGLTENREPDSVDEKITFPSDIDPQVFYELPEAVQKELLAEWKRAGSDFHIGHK
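Pol iota at 10 nM preincubated 15 min with compounds at room temperature; reaction started with fluorescent substrate, 50 nM final. Fluorescence read kinetically at 0 and 10 min; buffer-only wells as negative control.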
LDHA block – blocks human lactate dehydrogenase A | P00338 | purified LDHA, NADH/diaphorase-resazurin fluorescence; active compounds read low | activity change, % (values are at about 110 or 230 µM) | actives 0.15% (n = 480,000) | AID 1347041; in the data active = activity change below about -30%; inconclusive = mostly about -25% to -30%;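 note: plate controls were DMSO wells for no effect and wells without enzyme for full effect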
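Human LDH5 (2 nM) was incubated with 0.06 mM NADH and 0.2 mM pyruvate for 5 min at room temperature in Tris pH 7.4. Remaining NADH was coupled through diaphorase/resazurin, and resorufin fluorescence was read at 0 and 20 min.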
POLH inh – blocks human DNA polymerase eta activity | AID 588591 | Potency, µM (top dose mostly 114 µM), inactives show top-dose activity change, negative = inhibition, actives largely listed as inhibitors | actives 1.2% (n = 390,000) | Q9Y253 | recombinant Pol eta, fluorescent DNA replication assay; note: potency is the fitted concentration of half-maximal effect; % is set by controls: 0 for no effect and ±100 for the full control effect
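Fluorescent replication assay: 50 nM final substrate added after a 15 min room-temperature compound preincubation with 10 nM enzyme. Signal taken at 0 min and again at 10 min.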
Apoferritin bind – binds horse apoferritin like a general anesthetic; P02791; apoferritin/1-aminoanthracene competitive binding, fluorescence; Potency, µM (top dose mostly 77.5 µM), without a hit: at the highest dose activity change, negative = displacement, actives largely listed as inhibitors; actives 0.074% (n = 350,000); AID 485281; note: potency is the fitted concentration of half-maximal effect; % is set by controls: 0 for no effect and ±100 for the full control effect; nearly all actives have a fitted effect of over 20% in size
Target sequence (P02791 2-175 limits assumed): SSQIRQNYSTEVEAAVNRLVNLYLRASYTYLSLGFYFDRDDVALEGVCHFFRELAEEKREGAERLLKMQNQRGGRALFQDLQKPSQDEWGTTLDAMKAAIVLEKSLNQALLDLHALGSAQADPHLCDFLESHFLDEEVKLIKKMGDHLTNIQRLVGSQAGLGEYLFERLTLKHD
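Concentration-response curves derived by four-parameter Hill fitting of normalized fluorescence, where compounds displaced 1-AMA from 10 uM horse apoferritin following a brief 10 min room-temperature incubation; propofol titration acted as positive control.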
Pol beta inh – blocks human DNA polymerase beta activity; P06746; Pol beta primer extension/strand displacement, fluorescence kinetic; Potency, µM (titrated, usually from 114 µM), for the others: top-dose activity change, negative = inhibition, usual class: inhibitors; actives 1.3% (n = 340,000); AID 485314; note: potency is the fitted concentration of half-maximal effect; % is set by controls: 0 for no effect and ±100 for the full control effect
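Homogeneous kinetic assay of primer extension and strand displacement by 10 nM Pol beta, preincubated 15 min at room temperature with compound before 50 nM substrate (final) was added. Read at 0 and 10 min; four-parameter Hill fit.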
APEX1 inh – blocks human APE1 abasic DNA cleavage | P27695 | recombinant APE1, TAMRA/BHQ-2 abasic DNA cleavage fluorescence | Potency, µM (highest dose often 65.8 µM), for inactives: at the top dose activity change, negative = inhibition, most hits filed as inhibitors | actives 0.35% (n = 350,000) | AID 2517;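 note: potency is the fitted concentration of half-maximal effect; plate controls were vehicle for no effect and reference inhibitor for full effect; nearly all actives have a fitted effect of over 55% in size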
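Step 1: APE1 (0.75 nM) with compound, 15 min RT. Step 2: add 50 nM fluorophore/quencher THF duplex. Step 3: three fluorescence reads 60 s apart (525/598 nm); read 3 minus read 1 = reaction progress.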
* hit, by the source's call; ? = inconclusive; nt = not tested or not shown; [ ] = another dose, or the depositor's remark. Unless noted, calls come from the whole dose curve; as a rule, active = well fitted curve in the direction sought with a large enough effect; inconclusive = small, poorly fitted or top-dose-only effect, or another doubt; inactive = no such curve, though single readings can be large; an effect the other way counts as inactive or inconclusive. The list is partial. The share of hits here may be higher or lower than overall.

1. CCCCn1c(N)c(N(CCOC)C(=O)c2cccc(S(=O)(=O)N(C)c3ccccc3)c2)c(=O)[nH]c1=O
2. CCc1ccccc1NC(=O)CCCN1C(=O)c2cccnc2C1=O
3. CCN(CC)S(=O)(=O)c1ccc2nc(NC(=O)c3cccnc3)sc2c1
4. CCC(=O)Nc1ccc(Br)cn1
5. COCC1CCN(Cc2cn[nH]c2-c2ccc(OC)c(F)c2)C1 (configuration not stated)
6. O=C(NN1CCOCC1)c1cc(-c2ccc(Br)cc2)nc2ccccc12
7. COc1ccc(-c2noc(CN(C(=O)c3c(-c4ccccc4Cl)noc3C)C(C)C)n2)cc1
8. CCOC(=O)c1c(S(=O)(=O)Nc2ccccn2)c(C)n(C)c1C

screen / no.	1	2	3	4	5	6	7	8
Glioma ERSR ind	-3%	-2%	5%	-7%	-5%	-2%	-5%	-3%
Pol kappa inh	-17%	-6%	-8%[60.1 µM]	0%	-5%	3%	-6%	0%
BLM helicase inh	nt	-2%	1%	-1%	-2%	2%	-11%	0%
Pol iota inh	31%[activator]	122%[activator]	-1%	5%	29%	41%[activator]	5%	18%
LDHA block	-7	-8	1	2	-2	1	-5	-3
POLH inh	-13%	-16%	-3%	-10%	20%	-8%	-9%	-14%
Apoferritin bind	nt	2%	-10%	-5%	8%	-3%	2%	-7%
Pol beta inh	nt	12%	34%[activator]	15%	-1%	-7%	1%	9%
APEX1 inh	3%	18%	nt	4%	-2%	-3%	-2%	6%

9. CCC(CO)Oc1cc(NCc2ccc(C(=O)O)cc2)c2ncn(C(C)C)c2c1 (configuration not stated)
10. O=C(CN(Cc1ccc(Br)cc1)S(=O)(=O)c1ccccc1)NCc1cccnc1
11. NC(=O)c1ccc(NC(=O)CCCN2C(=O)NC3(CCCC3)C2=O)cc1
12. Cc1cc(C)cc(NC(=O)C2C3C=CC4(O3)C2C(=O)N(CCCN(C)C)C4C(=O)NC2CCCC(C)C2C)c1 (configuration not stated)
13. Cc1ccccc1OCCCC(=O)Nc1ccccc1C(F)(F)F
14. Cc1cnc(C(=O)OCC(=O)Nc2cccc(C)c2C)cn1
15. COc1ccc(C2CC(=O)c3cnc(NC(=O)c4cc(OC)cc(OC)c4)nc3C2)cc1 (configuration not stated)
16. O=C(c1cc(=O)[nH]c2ccccc12)N1CCN(c2cccc(C(F)(F)F)c2)CC1

screen / no.	9	10	11	12	13	14	15	16
Glioma ERSR ind	-3%	-3%	-4%	-2%	0%	-1%	2%	-5%
Pol kappa inh	-7%	-10%	-18%	-21%	-4%	-20%	-13%	2%
BLM helicase inh	nt	-2%	nt	-1%	-2%	nt	-4%	-3%
Pol iota inh	?	-3%	11%	106%[activator]	-5%	50%[activator]	19%	52%[activator]
LDHA block	0	-2	-6	-2	-12	-3	-5	-5
POLH inh	-9%	-19%	-22%	-18%	-4%	-3%	-11%	-27%
Apoferritin bind	nt	-9%	nt	-10%	-15%	nt	?	-14%
Pol beta inh	nt	-16%	nt	?	28%	nt	31%	11%
APEX1 inh	11%	-5%	31%	33%	18%	8%	9%	-2%

Retrieved by structure from above:
15. COc1ccc(C2CC(=O)c3cnc(NC(=O)c4cc(OC)cc(OC)c4)nc3C2)cc1 (configuration not stated)
16. O=C(c1cc(=O)[nH]c2ccccc12)N1CCN(c2cccc(C(F)(F)F)c2)CC1
11. NC(=O)c1ccc(NC(=O)CCCN2C(=O)NC3(CCCC3)C2=O)cc1
10. O=C(CN(Cc1ccc(Br)cc1)S(=O)(=O)c1ccccc1)NCc1cccnc1
12. Cc1cc(C)cc(NC(=O)C2C3C=CC4(O3)C2C(=O)N(CCCN(C)C)C4C(=O)NC2CCCC(C)C2C)c1 (configuration not stated)

screen / no.	15	16	11	10	12
Glioma ERSR ind	2%	-5%	-4%	-3%	-2%
Pol kappa inh	-13%	2%	-18%	-10%	-21%
BLM helicase inh	-4%	-3%	nt	-2%	-1%
Pol iota inh	19%	52%[activator]	11%	-3%	106%[activator]
LDHA block	-5	-5	-6	-2	-2
POLH inh	-11%	-27%	-22%	-19%	-18%
Apoferritin bind	?	-14%	nt	-9%	-10%
Pol beta inh	31%	11%	nt	-16%	?
APEX1 inh	9%	-2%	31%	-5%	33%

The list continues.
17. CC(C)(O)C#Cc1ccc(CNC[C@H]2O[C@@H](n3cnc4c(N)ncnc43)[C@H](O)[C@@H]2O)s1
18. CC1=C(c2ccc(Cl)cc2)S(=O)(=O)NC1=NCCCN1CCN(c2cc(C)ccc2C)CC1
19. COc1cccc2sc(N(Cc3cccnc3)C(=O)c3ccco3)nc12
20. N#Cc1ccc(S(=O)(=O)N2CCN(C(=O)C3CC(=O)N(c4ccc5c(c4)OCCO5)C3)CC2)cc1 (configuration not stated)
21. Nc1nnn(CC(=O)N/N=C/C=C/c2ccccc2)n1
22. Cc1ccccc1C(=O)N(Cc1ccc(N(C)C)cc1)Cc1ccco1
23. CC1CN(C(=O)CCC(=O)NCCCc2ccccc2)c2ccccc2O1 (configuration not stated)
24. Cc1nc(S(=O)(=O)c2cccc(Cl)c2)nc2c1CCC2

screen / no.	17	18	19	20	21	22	23	24
Glioma ERSR ind	-2%	-3%	-3%	-4%	1%	nt	-1%	-4%
Pol kappa inh	7%	10%	-9%[60.1 µM]	-9%	-4%	-26%	-9%	-2%
BLM helicase inh	nt	1%	2%	nt	-2%	-4%	-2%	-2%
Pol iota inh	19%	48%[activator]	0%	6%	22%	10%	19%	23%
LDHA block	-5	-6	4	-4	-5	-1	-5	2
POLH inh	-9%	-8%	-11%	-7%	-13%	nt	-30%	-17%
Apoferritin bind	nt	-13%	-5%	nt	4%	-6%	-14%	-15%
Pol beta inh	nt	0%	-20%	nt	-9%	9%	4%	-5%
APEX1 inh	8%	nt	nt	51%	-2%	nt	5%	1%

25. COc1cc(OC)c(C(=S)N2CCCC2)cc1OC
26. O=C(CCC1COc2ccccc2O1)NC1CCCCC1 (configuration not stated)
27. O=C(COc1ccccc1)NCc1ccco1
28. COc1ccc(CNCc2ccc3ccccc3c2)c(OC)c1
29. COc1ccc(-n2c(SCC(=O)Nc3ccc(C(=O)O)cc3)nnc2-c2ccccc2)cc1OC
30. O=C(CSc1cn(CCNC(=O)c2cccs2)c2ccccc12)NCC1CCCO1 (configuration not stated)
31. Cc1ccc(C)c(NC(=O)c2cnc3sc(N4CCOCC4)nn3c2=O)c1
32. O=[N+]([O-])c1cc(-c2cnc3ccccc3n2)ccc1Oc1ccc(F)cc1

screen / no.	25	26	27	28	29	30	31	32
Glioma ERSR ind	-5%	0%	-3%	-4%	5%	-1%	-3%	6%
Pol kappa inh	5%	-9%	-9%	-13%	-16%	0%	-16%	-4%
BLM helicase inh	-9%	0%	nt	-3%	-6%	2%	2%	0%
Pol iota inh	-12%	16%	2%	26%	?	9%	12%	16%
LDHA block	-2	-6	-6	-16	-7	0	5	-5
POLH inh	-9%	6%	-4%	-8%	-3%	-1%	-12%	-15%
Apoferritin bind	-2%	?	nt	-15%	5%	-4%	2%	?
Pol beta inh	-4%	3%	nt	12%	-1%	-13%	-9%	-17%
APEX1 inh	27%	19%	nt	-13%	27%	-8%	nt	-4%

33. Cc1ccc(C(=O)NCCCNc2ccccc2[N+](=O)[O-])cc1
34. CCC(C)(C)NC(=O)C(c1ccc(OC)cc1)N(Cc1ccc(OC)cc1)C(=O)CCC(=O)Nc1cc(C)on1 (configuration not stated)
35. O=C(OCC(=O)N1CCCC1)c1cc(Cl)ccc1Cl
36. Cc1cc(C)c2nc(-c3ccncc3)cc(C(=O)N3CCN(Cc4ccccc4Cl)CC3)c2c1
37. CCSCc1nnc(SCC(=O)Nc2nc(C)cs2)n1C
38. O=C(CNC1CCCCC1)Nc1ccc([N+](=O)[O-])cc1C(=O)Nc1ccccc1F
39. CCOC(=O)c1cccc(NC(=O)CCS(=O)(=O)c2cccs2)c1
40. Cc1cccc(OC(C)C(=O)OCC(=O)Nc2sccc2C(N)=O)c1 (configuration not stated)

screen / no.	33	34	35	36	37	38	39	40
Glioma ERSR ind	-3%	-4%	2%	-4%	nt	-3%	2%	-5%
Pol kappa inh	5%	-12%	-10%	-4%	nt	-16%	-9%	-14%
BLM helicase inh	4%	-5%	1%	-15%	-2%	-4%	-3%	nt
Pol iota inh	8%	137%[activator]	22%	15%	nt	9%	8%	29%
LDHA block	-4	-5	-1	-1	nt	-6	-12	-6
POLH inh	-19%	-11%	-1%	-26%	nt	-21%	-6%	-21%
Apoferritin bind	?	2%	1%	?	-14%	-24%	-11%	nt
Pol beta inh	-24%	-1%	50%	-13%	-13%	-22%	23%	nt
APEX1 inh	1%	-10%	-15%	9%	1%	-4%	-6%	10%

41. Cc1nn(-c2ccccc2)c(=O)c2noc(C)c12
42. COc1ccccc1CNC(=O)COC(=O)c1ncc(Cl)c(Cl)c1Cl
43. CCOC(=O)[C@@H]1[C@H]2COc3cc(OC)ccc3[C@@H]2N2C(=O)N(c3ccc(C(F)(F)F)cc3)C(=O)[C@]12C
44. COCc1[nH][nH]c(=O)c1C=Nc1ccc(Oc2ccccc2)cc1
45. C=CCn1c(SCC(=O)NCCc2ccccc2)nnc1C1CC1
46. O=C1CCC(C(=O)OCC(=O)C23CC4CC(CC(C4)C2)C3)N1 (configuration not stated)

screen / no.	41	42	43	44	45	46
Glioma ERSR ind	-1%	-5%	-1%	3%	-3%	8%
Pol kappa inh	-12%	-10%	13%	3%	1%	-8%
BLM helicase inh	0%	nt	-8%	-1%	nt	-1%
Pol iota inh	205%[activator]	17%	-4%	27%	12%	6%
LDHA block	-9	-5	1	3	-4	-6
POLH inh	-4%	-5%	-14%	-13%	-15%	-14%
Apoferritin bind	0%	nt	-8%	?	nt	?
Pol beta inh	-15%	nt	-2%	?	nt	19%
APEX1 inh	4%	-13%	-32%	12%	58%	1%
